CHRM1 agonist – activates human CHRM1 receptor; P11229; CHO-K1 hM1, Fluo-8 calcium fluorescence, agonist mode; 0% DMSO, 100% acetylcholine EC100; activation, % at 3 µM; 0.33% of 360,000 active;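 active = activation above the run's mean compound activation plus 3 SD, cut at about 16% in these data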;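 also: peak over basal fluorescence ratio within a 140 s kinetic read after compound addition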
CHRM1 antagonist – blocks human M1 muscarinic receptor; P11229; CHO-K1 hM1, Fluo-8 calcium fluorescence, ACh EC80 antagonist; inhibition, % at 3 µM; 1.3% of 360,000 active; AID 588852;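 active = percent inhibition above its own plate's cutoff, namely the mean of that plate's compound wells plus 3 SD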;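 also: peak over basal fluorescence ratio during 140 s after agonist addition; 0% = ACh EC80 plus DMSO and 100% = DMSO alone without agonist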
OXTR potentiator – potentiators of human oxytocin receptor; P30559; CHO-OTR cells, Fluo-8 calcium fluorescence, potentiator mode; 0% = oxytocin EC15, 100% = EC100; activation, % at 3 µM; 0.061% of 320,000 active;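 active = activation above that plate's cutoff, the mean activation of tested compounds plus 3 SD, cut at about 6.6% in these data, passing the limit was not always enough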;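 also: 100% uses oxytocin at 75 nM as the full agonist control; some results filed as inactive read as strong as hits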
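Assay system: CHO cell line stably expressing human OTR. Reagent: EC15 oxytocin agonist. Dosing: single dose, 3.0 µM nominal final compound concentration. Timing: compound 6 min at room temperature before oxytocin, 100 s read. Signal: kinetic Fluo-8 calcium fluorescence. Controls: oxytocin EC15 low and EC100 high.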
V1aR counter – counter-screen for oxytocin receptor agonists: human V1a receptor agonists; P37288; CHO-V1R cells, Fluo-8 calcium fluorescence, agonist mode; 0% DMSO, 100% 3 nM vasopressin; activation, % at 3 µM; 0.25% of 320,000 active; AID 2797;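 active = activation above the mean activation of all tested compounds plus 3 SD, per screening run, cut at about 20% in these data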;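 also: signal is peak over basal fluorescence ratio across a 100 second FLIPR read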
Target sequence (P37288 whole entry, looked up): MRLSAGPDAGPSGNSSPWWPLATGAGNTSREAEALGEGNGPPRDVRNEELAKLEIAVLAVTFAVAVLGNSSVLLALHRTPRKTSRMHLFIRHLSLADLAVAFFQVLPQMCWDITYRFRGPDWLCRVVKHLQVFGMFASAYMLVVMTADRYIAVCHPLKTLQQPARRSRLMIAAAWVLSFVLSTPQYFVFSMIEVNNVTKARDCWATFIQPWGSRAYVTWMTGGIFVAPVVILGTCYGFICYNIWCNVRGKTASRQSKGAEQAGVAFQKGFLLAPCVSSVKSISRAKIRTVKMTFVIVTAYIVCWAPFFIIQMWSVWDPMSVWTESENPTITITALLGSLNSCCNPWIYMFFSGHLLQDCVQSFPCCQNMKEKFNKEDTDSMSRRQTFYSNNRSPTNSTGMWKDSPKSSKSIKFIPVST
TAAR1 agonist – human TAAR1 agonism; activation, % at 3 µM; CHO RD-HGA16 TAAR1, Fluo-8 calcium fluorescence; vehicle wells 0%, saturating PEA agonist 100%; 0.99% of 360,000 active; AID 624467;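 active = activation above the mean activation of all test compounds in the run plus 3 SD, cut at about 38% in these data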
Target sequence (Q96RJ0 whole entry, looked up): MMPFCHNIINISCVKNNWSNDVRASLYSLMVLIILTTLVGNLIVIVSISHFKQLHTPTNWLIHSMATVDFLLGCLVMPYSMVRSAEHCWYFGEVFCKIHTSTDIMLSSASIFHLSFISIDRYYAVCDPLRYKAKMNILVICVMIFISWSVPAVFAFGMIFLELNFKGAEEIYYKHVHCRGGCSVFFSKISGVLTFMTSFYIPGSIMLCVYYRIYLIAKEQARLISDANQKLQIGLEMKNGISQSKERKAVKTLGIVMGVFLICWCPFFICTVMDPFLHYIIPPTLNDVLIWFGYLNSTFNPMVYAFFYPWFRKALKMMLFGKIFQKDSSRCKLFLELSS
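Benchmarks: low control DMSO, high control PEA (EC100); System: CHO RD-HGA16 cells carrying human TAAR1 plus Gα16; Detection: Fluo-8 fluorescence, 5 s baseline then 140 s kinetic read; Schedule: 17-24 h plating, Fluo-8 75 min 37 °C, 30 min RT; Read-out basis: % activation from peak over basal fluorescence ratio, DMSO-to-PEA scaled.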
CHRM1 PAM – potentiates human M1 receptor response to acetylcholine | P11229 | CHO-K1 hM1, Fluo-8 calcium fluorescence, ACh EC20; 0% = ACh EC20, 100% = maximal ACh | activation, % at 3 µM | 0.088% of 360,000 active | AID 588819; in the data active = activation above about 19%, passing the limit was not always enough
CHO parental Ca – counter-screen: ATP calcium response change in parental CHO cells; parental CHO-K1, ATP-induced calcium, Fluo-8 fluorescence; inhibition, % at 5.6 µM; 0.63% of 330,000 active;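 active = inhibition above that plate's mean sample inhibition plus 3 SD, cut at about 26% in these data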;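 also: 0% = ATP-challenged DMSO wells and 100% = DMSO wells without ATP; some compounds past the cut are filed as inactive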
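material = parental CHO cells | also added = ATP as calcium-mobilizing challenge | dosing = single point at 5.6 µM | detection = intracellular calcium via Fluo-8 no-wash fluorescent dye | read-out = % inhibition | benchmarks = low control ATP plus DMSO, high control DMSO only | repeats = one well per compound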
OXTR agonist – human OXTR agonism. activation, % at 3 µM. 0.32% of 320,000 active. CHO-OTR cells, Fluo-8 calcium fluorescence; normalized: DMSO 0%, oxytocin 100%;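 active = activation above the mean of all tested compounds plus 3 SD, cutoff set per screening run, cut at about 20% in these data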;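 also: peak over basal fluorescence ratio from a 100 s FLIPR kinetic read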
TAAR1 antagonist – antagonists of human TAAR1; 1.5% of 360,000 active; Q96RJ0; inhibition, % at 3 µM; CHO RD-HGA16 TAAR1, Fluo-8 calcium fluorescence, antagonist;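 active = inhibition above a per-plate cutoff, the mean inhibition of test compounds on that plate plus 3 SD, cut at about 49% in these data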;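 also: 0% = DMSO plus EC80 beta-PEA response and 100% = DMSO alone without agonist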
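System: CHO RD-HGA16 cells bearing hTAAR1. Reagent: EC80 β-phenethylamine stimulus. Schedule: seeding 17-24 h prior, 75-min 37 °C, 30-min RT dye loading. Signal: Fluo-8 intracellular calcium dye fluorescence, real-time kinetic reads. Read-out: % inhibition from peak post-agonist over basal fluorescence ratio. Benchmarks: vehicle wells and EC80 agonist wells. Replicates: n of 1.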
Starred values were filed as active, the others as inactive; · = no result given; & = joins results of further samples. Outcome played no part in choosing rows; any-hit rate near 3.7%.

Structure	CHRM1 agonist	CHRM1 antagonist	OXTR potentiator	V1aR counter	TAAR1 agonist	CHRM1 PAM	CHO parental Ca	OXTR agonist	TAAR1 antagonist
Cc1ncsc1CCOC(=O)c1cccc([N+](=O)[O-])c1	-6.8&-3.7	-9.2&-6.6	-14.0&-2.9	3.7&2.3	0.9&-0.5	10.5&10.6	-9.0&4.3	0.6&1.9	-6.5&19.7
Cc1ccc(N2C(=O)CSC2c2c(F)cccc2Cl)cc1 (stereo not given)	-7.5	98.5*	-5.4	-1.7	6.4	-26.0	-16.5	-1.5	-7.9
N#Cc1cccnc1N1CCN(C(=O)c2cccc3c2C(=O)c2ccc(-c4ccc(F)cc4OCc4ccccc4)cc2S3(=O)=O)CC1	-3.0	-1.8	-3.5	0.6	3.8	2.4	-5.9	0.1	38.3
CCN1C(=O)N[C@@H](CCc2ccccc2)[C@H](C(=O)OC)[C@H]1C	-5.0	-6.6	-6.5	-0.1	4.2	4.2	1.5	1.0	8.8
COc1ccc(-n2c(SCC(=O)N3CCCCC3)nnc2-c2cccnc2)cc1	-4.6	-4.0	-22.0	-0.8	0.2	4.7	2.5	-1.4	3.2
CCOCCOC(=O)COc1ccc2c(-c3ccccc3)cc(=O)oc2c1	-9.9	-16.1	-6.4	1.6	0.1	-1.0	-7.8	1.1	-0.3
CCOC(=O)C1CCN(S(=O)(=O)c2cc(Cl)c(C)cc2OC)CC1	-3.7	-13.6	-7.0	2.3	9.8	-2.2	-16.7	1.8	7.8
O=C(C1CCCCC1)N1CCN(c2ccnc3cc(Cl)ccc23)CC1	1.0	9.3	-16.7	10.8	7.3	-10.8	2.6	6.9	15.9
COC(=O)C1(C)COP(=O)(NC23CC4CC(CC(C4)C2)C3)OC1 (stereo not given)	-2.9	4.9	·	·	0.9	-6.8	·	·	-6.9
COc1cccc(C2C(C(=O)c3sc(C)nc3C)=C(O)C(=O)N2CCN2CCOCC2)c1 (stereo not given)	-3.4	1.6	-5.7	0.8	7.0	-2.7	3.6	5.2	7.2
Cc1ccccc1-n1c(SCc2cc(=O)n3ccccc3n2)nc2[nH]ncc2c1=O	-1.7	-3.2	2.5	1.1	0.9	-0.2	-17.6	-1.4	-20.6
COc1ccc(Cc2nnc(SCC(=O)c3ccc4c(c3)NC(=O)CO4)o2)cc1	1.5	-9.3	-4.3	2.5	4.8	1.5	-3.6	3.0	-1.0

(next part)
Structure	CHRM1 agonist	CHRM1 antagonist	OXTR potentiator	V1aR counter	TAAR1 agonist	CHRM1 PAM	CHO parental Ca	OXTR agonist	TAAR1 antagonist
CCOc1ncccc1C(=O)Nc1cc(S(=O)(=O)N2CCCCC2)ccc1Cl	-1.9	-1.1	-2.4	-0.3	0.5	-0.7	-5.5	-0.3	-0.8
Oc1[nH]c2ccc(Br)cc2c1N=NC(=S)Nc1ccc(F)cc1	-3.3	-13.6	-2.1	-0.7	-2.4	7.5	-18.6	-0.3	-21.1
COc1ccc(C(=O)NC2CCN(Cc3c(F)cccc3Cl)CC2)cc1OC	-8.8	-6.4	2.4	0.2	7.8	-1.0	-6.8	2.2	-30.7
Cn1c(=O)c2cn(-c3ccccc3)cc2n(C)c1=O	-2.5	-8.2	-2.1	0.5	11.2	6.5	-12.4	-0.7	18.8
O=C(O)c1cc(N2N=C(C(F)(F)F)/C(=C/C=C/c3ccco3)C2=O)ccc1Cl	-3.2	7.0	·	·	3.1	-8.4	·	·	24.0
O=C(NCCNC(=O)c1ccccn1)c1ccc(F)cc1	-4.1	-7.5	1.1	1.4	-0.1	3.3	-1.7	0.7	-10.2
Cc1ccnc2nc(C(=O)NCc3ccccc3)nn12	-6.4	3.4	-11.7	0.6	1.1	1.1	-9.4	0.9	-6.0
CNc1c(N=Cc2cccnc2)c(=O)n(C)c(=O)n1C	-2.6	-4.8	3.5	-0.2	0.1	-3.2	-1.1	0.7	-13.2
CCOc1ccccc1N1CCN(C(=O)CC(C)(C)C)CC1	1.7	-8.4	-9.1	0.0	1.8	10.9	-14.4	-1.6	-30.5
CCCc1cc(=O)n2[nH]c(NCc3c(Cl)cccc3Cl)nc2n1	-6.1	-5.1	-5.0	-0.9	6.7	5.6	-1.8	-0.3	20.3
CC1=NN(c2ccccc2)C(=O)C1N=Nc1ccc(N)cc1 (stereo not given)	-0.6	-19.9	-10.6	-0.6	3.7	1.9	-25.8	-1.1	8.0
O=[N+]([O-])c1ccc2ccn(C3OCC(O)C(O)C3O)c2c1 (stereo not given)	-1.7	-11.2	1.7	-0.3	1.9	6.1	10.0	0.9	-15.9

(more compounds)
Structure	CHRM1 agonist	CHRM1 antagonist	OXTR potentiator	V1aR counter	TAAR1 agonist	CHRM1 PAM	CHO parental Ca	OXTR agonist	TAAR1 antagonist
CC1(C)NC(C)(C)c2nonc2/C1=N\O	-2.3	-10.3	-14.2	0.1	1.6	4.7	-2.9	0.5	-21.8
O=C(NC1CCN(CC(=O)N(c2ccccc2)c2ccccc2)CC1)c1ccc([N+](=O)[O-])cc1	-5.5	5.2	-8.4	-0.1	12.8	-2.7	-14.1	-0.4	12.2
N#Cc1cccc(NC(=O)CNc2cc(S(=O)(=O)N3CCOCC3)ccc2N2CCCC2)c1	-6.2	-5.9	·	·	1.3	4.3	·	·	-6.3
COCCNC(=O)C1CCCN(C(=O)c2cncc(Br)c2)CC1 (stereo not given)	1.4	-15.6	·	·	0.7	4.7	·	·	-11.0
O=C(NCCCSc1ccccc1)c1cccnc1	-1.1	-7.8	·	·	2.0	6.5	·	·	-9.9
Cc1ccc(C(=O)N/C(=C\c2cccs2)C(=O)N2CCCCCC2)cc1	0.5	-32.2	-17.7	-1.1	0.0	12.8	-23.6	-2.2	-3.8
CC1(c2ccc(OC(F)F)cc2)NC(=O)N(CC(=O)Nc2cccc(S(N)(=O)=O)c2)C1=O (stereo not given)	-0.7	-16.0	-2.9	-0.9	1.8	14.8	5.1	-0.1	-11.8
Cc1ccccc1NS(=O)(=O)c1ccc(C(=O)N2CCC2)cc1	-2.4	0.3	-8.6	1.1	2.7	2.5	13.8	1.6	-5.1
Cc1c(Cl)cccc1N1CC(C(=O)Nc2nccs2)CC1=O (stereo not given)	-1.9	5.7	-16.6	0.8	6.0	-0.3	-9.2	0.3	-0.8
O=C(COc1cccc(NC(=O)c2ccccc2)c1)c1ccccc1	3.0	0.1	-8.5	1.8	12.0	10.0	-17.0	-1.8	18.6
CCc1ccc(NC(=O)C2(C)Cc3ccccc3C(=O)O2)cc1 (stereo not given)	-7.6	1.3	3.8	0.7	10.1	-6.2	-20.5	-0.6	-8.6
Cc1ccc(-c2nc(NC(=O)CSc3ccc4ccccc4n3)ns2)cc1	-2.1	-14.6	-12.5	0.7	0.4	6.6	1.1	0.1	15.4

Three compounds from above, sorted by the value under OXTR potentiator, falling.
molecule	OXTR potentiator
Cc1ccccc1-n1c(SCc2cc(=O)n3ccccc3n2)nc2[nH]ncc2c1=O	2.5
N#Cc1cccnc1N1CCN(C(=O)c2cccc3c2C(=O)c2ccc(-c4ccc(F)cc4OCc4ccccc4)cc2S3(=O)=O)CC1	-3.5
O=C(COc1cccc(NC(=O)c2ccccc2)c1)c1ccccc1	-8.5

Carrying on.
Structure	CHRM1 agonist	CHRM1 antagonist	OXTR potentiator	V1aR counter	TAAR1 agonist	CHRM1 PAM	CHO parental Ca	OXTR agonist	TAAR1 antagonist
O=C(c1ccccc1)C1CCN(C(=O)Nc2ccccc2)CC1	-2.9	-11.6	-11.9	-0.7	0.2	1.0	-17.6	-0.1	6.7
COCCNC(=O)c1c(N)n(-c2cccc(C)c2)c2nc3ccccc3nc12	-1.4	1.0	-10.2	3.1	20.1	-1.7	-24.8	3.0	32.2
Cc1ccc(S(=O)(=O)N2CCCCC2)cc1C(=O)Nc1cccnc1	-6.8	-0.8	1.1	0.0	-1.0	4.2	-10.7	0.1	-6.3
C=CCNC(=S)N1CCC(C(=O)c2ccc(F)cc2)CC1	-3.0	-2.9	-4.2	2.4	0.4	5.4	-14.1	1.7	13.8
CC(=O)Nc1ccc(OC(=O)Oc2ccc(NC(C)=O)cc2)cc1	-0.9	-10.0	0.4	1.1	3.9	5.1	6.4	-0.2	8.1
NS(=O)(=O)c1ccc(CNC(=O)/C=C/c2ccc(Cl)c(Cl)c2)cc1	-2.8	-9.0	-6.2	1.1	3.1	11.6	12.0	1.0	-8.2
CC(C)=C1C2CCC1C(C(=O)Nc1cc(C)cc(C)c1)C2C(=O)O (stereo not given)	-3.2	-8.2	-5.0	-1.4	5.3	5.6	5.9	-0.7	15.8
Cc1cccc(N2C(=O)CC(N3CCN(c4ccc(Cl)cc4)CC3)C2=O)c1 (stereo not given)	-2.6	-1.7	-18.3	5.7	0.9	2.5	-11.3	2.2	-14.2
CC(Sc1nnc2c(n1)[nH]c1ccccc12)C(=O)N(C)C1CCCCC1 (stereo not given)	-8.7	4.2	-4.7	5.2	4.3	0.6	-15.0	1.9	5.4
Nc1ncnc2c1ncn2[C@@H]1O[C@H](CNCc2ccc(OCC(=O)Nc3nccs3)cc2)[C@@H](O)[C@H]1O	-5.8	-18.2	2.6	0.3	1.8	11.6	1.0	1.1	-0.4
CCN1c2ccccc2-c2nc3ccccc3n2C1c1ccccn1 (stereo not given)	-1.6	-5.5	-6.7	0.0	5.6	5.3	-31.6	-2.0	-13.1
Cc1ccc(N2CC(C(=O)Nc3ccccn3)CC2=O)cc1 (stereo not given)	-4.6	-16.5	-10.6	0.7	1.9	4.8	1.0	-0.7	-0.1
